# MT stabilize HCS: microtubule stabilizers in HeLa cells | HeLa tubulin immunostaining HCS, 24 h; share of cells brighter than vehicle mean+2SD | % tubulin-high responders, % at 10 µM | 200,000 compounds, 0.83% hits;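 active = plate Z-score above 3 for both tubulin-high and condensed-nucleus cell shares, with cell loss under 80%, at 10 µM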;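 also: anti alpha tubulin signal scored within the nucleus-defined area of each cell; some results filed as inactive read as strong as hits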
# ER stress rescue: rescue of cells from ER stress-induced death, primary screen, 384-well, CSM14.1, thapsigargin, ATP luminescence (AID 1222) | CSM14.1 thapsigargin-induced death rescue, ATP luminescence; higher % means a stronger effect | cellular ATP content (survival), % at 20 µM; hits with a dose series show EC50 in µM | 190,000 tested, under 10 active;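 active = EC50 below 50 µM in the dose-response confirmation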;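 also: death triggered by thapsigargin at about 15 µM added after 2 h compound pretreatment; cell ATP read after overnight thapsigargin exposure of roughly 18 to 22 hours; normalized against plate controls of thapsigargin alone and 5% DMSO vehicle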
# Dynein transport: blocks dynein driven cargo transport along microtubules; 220,000 compounds, 0.47% hits; 3617.4 mouse cells, GR-EGFP nuclear translocation imaging; test concentration mostly 20 µM; stimulated with dexamethasone, 1 µM; hits give low values; z-score, hits read low;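 active = plate z-score of nuclear minus cytoplasmic receptor signal below a set negative limit, without overly bright fluorescence or cell loss, cut at about -3.5 in these data, passing the limit was not always enough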;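 also: z-score of nuclear minus cytoplasmic ring GR-EGFP intensity difference per well; some compounds called inactive have numbers as strong as hits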
#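 medium = tetracycline-free induction medium containing charcoal-stripped FBS | also added = 1.0 µM final dexamethasone stimulus | schedule = 48 h induction, 1 h compound, 30 min dex at 37 °C | technique = fixed, Hoechst-stained cells imaged at 10x for EGFP | measure = GR-EGFP nuclear translocation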
# Salmonella PhoP GFP: inhibitors of PhoP regulon expression, primary screen, Salmonella Typhimurium, GFP reporter (AID 1863); S. Typhimurium PhoP-regulated promoter GFP reporter, 4 h; higher % means a stronger effect; inhibition, % at 50 µM, or IC50 in µM where a hit was titrated; 300,000 compounds, 0.16% hits;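 active = inhibition over 29.93%, a cutoff 3 SD above the screen mean, later confirmed by dose response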;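 also: 0% = low Mg2+ inducing control and 100% = high Mg2+ repressing control; strong numbers were not always called active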
# Hep lipid drop: hepatic lipid droplet formation modulation; 240,000 compounds, 0.4% hits; AML12 mouse hepatocytes, oleate lipid droplets, BODIPY imaging; inhibition, % at 6.5 µM;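 active = lipid droplet intensity inhibited by at least 50%, with more than 500 cells counted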
#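 Test system: AML12 hepatocytes (mouse); reagent: oleate loading, 100 µM; dosing: one dose, 6.5 µM compound; incubation: overnight exposure; signal: fluorescence imaging, 20x objective, two fields per well; read-out basis: % inhibition of corrected integrated BODIPY droplet signal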
# Insulin prom up: MIN6 insulin promoter up-regulation | 190,000 compounds, 0.3% hits | AID 1625 | z-score at 5 µM | MIN6 insulin promoter-GFP reporter, high-content imaging; hits give high values;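 active = z-score above 3 at 5 µM with at least 500 cells counted in the well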
# Autophagy HCS: alters autophagy in cells; calls only at 10 µM (by protocol); MEF GFP-LC3 puncta imaging; test concentration mostly 10 µM; AID 463193; 190,000 compounds, 0.98% hits;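 active = percentage of spot-positive cells more than 3 SD above its plate mean, without a fluorescence outlier flag or 80% toxicity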;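 also: spot-positive cell cutoff set from DMSO-treated cells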
# b-catenin transl: alters nuclear translocation of beta-catenin in HeLa cells. immunofluorescence imaging. AID 1665. 190,000 compounds, 0.3% hits. nuclear translocation activity, % at 5 µM;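 active = nuclear translocation activity above 50% at 5 µM, with a well cell count of 50 or more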;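 also: per-cell ratio of nuclear to cytoplasmic median beta-catenin stain intensity; plate controls were DMSO negative control for no effect and GSK-3 inhibitor IX positive control for full effect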
#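 test system = HeLa cells, endogenous beta-catenin | dosing = single 5 µM dose plus 0.02–20 µM confirmation series | times = compound treatment 24 h, 37°C, 5% CO2 | technique = beta-catenin immunofluorescence imaging with DAPI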
# T cell modulator: modulates CD8 T cell binding to vesicles; 330,000 compounds, 0.068% hits; 2C CD8+ T cell-vesicle binding, flow cytometry; hits give low values; calls only at 7 µM;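 active = response, share of CD8 T cells binding vesicles, and their 90th percentile fluorescence all below set limits, cut at about 80% in these data, passing the limit was not always enough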
#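 System: murine 2C transgenic CD8+ T lymphocytes; also added: QL9-loaded Drosophila micro-vesicles; times: binding 1.5 h at 37 °C; measured by: flow cytometry, PE anti-B7-1 (FL2) versus Alexa647 anti-CD8 (FL8), PFA-fixed; control set: Peptide-free naked vesicles (low) and QL9 vesicles with 0.7% DMSO vehicle (high)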
# Dynein transport cytoplasmic EGFP: further read-out of Dynein transport, marked with its call; z-score; measured here: cytoplasmic GR-EGFP intensity; hits give high values
# Dynein transport nuclear GR-EGFP: recorded beside Dynein transport, whose call it bears; z-score; measured here: nuclear GR-EGFP intensity;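 lower value marks the stronger effect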
# Dynein transport cell count: recorded beside Dynein transport, whose call it bears; z-score; measured here: cell count per field
# Insulin prom up cell count: also measured in Insulin prom up; calls as there; cell count; measured here: cytotoxicity, nuclei count;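 total cells summed across four imaged fields per well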
# Hep lipid drop cells 6.5 µM: further read-out of Hep lipid drop, marked with its call; cell count; measured here: cell count, cytotoxicity flag;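 cells counted across two imaged fields per well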
# b-catenin transl cell count 5 µM: further read-out of b-catenin transl, marked with its call; cell count; measured here: cell count, cytotoxicity flag
# T cell modulator vesicle-bound %: recorded beside T cell modulator, whose call it bears; double positive events, %; measured here: CD8+ vesicle-bound cell fraction;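 binding gate set so that unloaded-vesicle control wells show 10% double positive cells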
# MT stabilize HCS Hoechst-high %: recorded beside MT stabilize HCS, whose call it bears; % Hoechst-high responders; measured here: nuclear condensation Hoechst responders;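 share of cells brighter than vehicle mean plus two SD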
# MT stabilize HCS cytotoxicity %: second read-out of MT stabilize HCS, no call of its own (marks repeat the call); toxicity, %; measured here: cytotoxicity by cell density;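 0% = mean cell density of plate MIN control wells and 100% = no cells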
# Autophagy HCS cell loss 18 h: further read-out of Autophagy HCS, marked with its call; toxicity, %; measured here: cell loss, nuclei count;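 cell loss after 18 h compound exposure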
# * = called active by the depositor; i = inactive; · = not tested or not shown; + = active, no number; & = joins results of further samples.
SMILES,MT stabilize HCS,MT stabilize HCS Hoechst-high %,MT stabilize HCS cytotoxicity %,ER stress rescue,Dynein transport,Dynein transport cytoplasmic EGFP,Dynein transport nuclear GR-EGFP,Dynein transport cell count,Salmonella PhoP GFP,Hep lipid drop,Hep lipid drop cells 6.5 µM,Insulin prom up,Insulin prom up cell count,Autophagy HCS,Autophagy HCS cell loss 18 h,b-catenin transl,b-catenin transl cell count 5 µM,T cell modulator,T cell modulator vesicle-bound %
CC#CCN1c2ccccc2[C@]23C[C@@H](C(=O)OC)N(C(=O)C4CCC4)C2=NC(C(=O)OC)=C(C(=O)OC)[C@H]13,·,·,·,·,0.0616,-0.781,0.0783,-0.116,-5.4%,·,·,-1.11,999,·,·,-2.1,1155,i,33.0
Cc1csc(NC(=O)Nc2ccccc2[N+](=O)[O-])n1,1.9,2.7,4.6,-2.0%,-0.457,-0.189,-0.439,1,5.4%,0.5,642,·,·,i,-1.5,-1.2,1530,i,49.0
CCN(c1ccccc1)S(=O)(=O)c1ccc(OC)c(OC)c1,0.9,1.3,11.7,1.0%,-0.0928,-0.0238,-0.226,0.99,-12.7%,-9.1,712,-0.7,1116,i,3.2,-3.8,1189,i,5.9
COc1ccccc1CN(Cc1nc2ccccc2c(=O)[nH]1)C(=O)Nc1ccccc1,3.1,2.7,19.9,-2.5%,0.0138,-0.103,0.398,0.849,-5.5%,6.9,635,·,·,i,-5.4,4.0,1062,i,58.3
CC(=O)NNC(=O)c1nc(-c2ccccc2)c(C)o1,·,·,·,·,0.106,-0.217,0.0638,0.246,-3.2%,0.6,716,-1.18,1410,·,·,-0.8,1142,i,47.6
CN(C(=O)COC(=O)c1n[nH]c2ccccc12)c1ccccc1,3.5,2.5,13.0,-0.4%,-1.29,0.114,-0.386,-0.128,-2.6%,-10.7,677,-0.42,1183,i,4.8,-2.4,1141,i,36.1
Cc1cc(C)c(CN2CCC(CO)(CCOc3ccccc3)CC2)cc1C,5.3,2.1,4.6,-3.3%,-0.207,-0.196,-0.288,0.422,-4.9%,-8.7,629,-1.24,1283,i,3.9,-1.8,1069,i,39.8
O=C(Oc1ccc(-c2nnco2)cc1)N1CCCCC1,3.7,1.4,9.0,7.8%,-1.05,-0.097,-0.316,0.918,11.3%,-3.7,836,1.31,1203,i,3.3,-3.3,1128,+,9.1*
O=C(NCc1cccc(Cl)c1)c1cc(COc2ccc3ncccc3c2)on1,2.1,1.5,1.5,-0.5%,1.5,-0.247,0.521,-0.783,8.0%,0.0,736,-2.33,1165,i,-19.0,-0.4,1051,i,39.7
O=C(/C=C/c1cccs1)N1CCC2(CC1)Oc1ccc(F)cc1C(=O)C21CC(c2ccccc2)=NO1 (stereo unspecified),·,·,·,·,1.71,-0.768,0.778,-0.423,0.8%,3.1,689,1.04,731,·,·,-0.5,1315,i,14.1
CCn1c(COc2ccccc2C)nnc1SCC(=O)OC,2.1,3.1,9.2,-2.5%,0.792,-0.216,0.68,0.511,-5.5%,3.3,744,-0.08,1215,i,15.8,-4.3,1275,i,54.9
O=C(Cc1csc(Nc2nc(=S)[nH]c3ccccc23)n1)N1CCN(c2cccc(C(F)(F)F)c2)CC1,6.7,5.7,10.8,-0.1%,1.71,-0.231,0.861,-0.94,5.7%,-7.5,636,-0.65,1335,+,24.1*,-2.4,1050,i,36.3
c1cncc(-c2nc3ccccc3[nH]2)c1,1.0,1.6,6.1,-1.5%,-1.06&-0.519,-0.719&0.276,-0.775&-0.395,0.616&0.623,5.2%&-1.6%,-1.3,646,1.98&0.21,828&1553,i,-2.1,-0.5&-0.2,1368&1357,i,16.3
CCN(CC)S(=O)(=O)c1cccc(-c2nc3n(n2)Cc2ccccc2-3)c1,3.4,2.6,8.7,-0.3%,0.0121,-0.251,0.187,0.379,-0.7%,·,·,·,·,i,11.4,-2.8,937,i,12.6
COc1ccc(COC(=O)c2nc3nc(C)cc(C)n3n2)cc1F,6.4,2.7,5.1,0.8%,-0.123,-0.139,0.567,-0.0992,12.9%,·,·,·,·,i,13.2,-0.7,804,i,51.7
CN(C)N1C(N)=C(C#N)C(c2cccc3ccccc23)C2=C1CC(c1ccccc1)CC2=O (stereo unspecified),11.9*,33.0*,44.1*,-1.7%,-0.818,-0.16,-0.136,0.26,-12.3%,-38.1,479,0.3,1268,i,-2.5,12.0,730,i,71.7
COc1ccc(-c2cc([C@H]3[C@H]4C=CC[C@@H](C)[C@@H]4C(=O)N3Cc3ccccc3)ccc2F)cc1OC,·,·,·,·,-0.604,-0.804,-0.337,0.0256,-0.1%,-38.0,679,·,·,·,·,-1.6,1148,i,38.8
CCc1cc(-c2nc(N)ncc2-c2ccc(Br)cc2)c(O)cc1OC,·,·,·,·,0.866,-0.24,0.291,0.353,-0.4%,9.4,737,·,·,·,·,-1.1,1363,i,35.5
O=C(Cc1coc2ccc3ccccc3c12)NCc1cccs1,3.8,4.7,5.2,-1.8%,0.29,-0.256,0.433,0.431,-6.9%,-3.8,647,0.78,1506,i,-12.4,-1.7,1182,i,50.3
COc1ccc(S(=O)(=O)N2CCCN(CC(=O)Nc3cc(NC(C)=O)ccc3OC)CC2)cc1,1.6,1.8,12.5,-0.8%,2.47,-0.159,1.13,-1.54,-1.2%,·,·,0.78,1408,i,2.2,-0.6,1419,i,53.3
Cc1ccc(C(=O)NC(=S)/C=C2\N(C)c3ccccc3C2(C)C)cc1,3.5,3.3,13.5,1.7%,-1.06,0.375,-0.376,0.827,-10.8%,5.5,670,0.68,1283,i,5.8,-0.9,1142,i,48.3
COC(=O)c1c(NC(=O)c2cccnc2)sc(C(=O)N(C)C)c1C,3.1,2.7,0.8,2.9%,-0.152,-0.247,-0.000196,0.0439,-5.4%,11.1,640,0.32,1287,i,13.4,-3.1,575,i,46.7
O=C(O)CCCC(=O)Nc1nc(-c2ccccc2)cs1,4.5,3.6,3.9,1.6%,0.176,-0.354,0.12,0.354,-6.3%,·,·,0.09,1159,i,0.0,2.4,760,i,8.2
Cc1cc(NC(=O)c2noc3c2CCc2ccccc2-3)n(-c2ccccc2)n1,7.5,2.4,2.0,-1.9%,0.186,-0.228,0.429,0.605,-4.6%,29.3,671,-1.32,1854,i,-2.3,2.6,1064,i,48.7
COc1ccc(S(=O)(=O)NCc2cc(-c3ccccc3Cl)no2)cc1,2.8,2.2,2.3,·,0.668,-0.254,0.34,0.651,-1.2%,-4.2,669,0.27,1202,i,16.0,-0.9,1101,i,62.7
CC(=O)C1C(c2cn(-c3ccccc3)nc2-c2cccs2)NC(=O)NC1(O)C(F)(F)F (stereo unspecified),5.3,3.3,9.0,-1.5%,0.532,-0.264,0.324,-0.0648,-10.1%,·,·,-0.21,1331,i,2.9,0.6,1425,i,14.1
O=C(Nc1ccc2sc3ccccc3c(=O)c2c1)c1ccccc1Cl,2.1,1.2,2.9,-1.0%,-0.645,-0.188,-0.451,0.389,22.3%,·,·,-0.19,1554,i,5.1,-0.4,1386,i,17.5
COc1ccc(Cc2nnc(N/N=C/c3ccc(C)o3)[nH]c2=O)cc1,1.6,2.4,6.8,1.6%,1.02,-0.315,0.868,-0.777,2.1%,1.4,723,-0.4,1184,i,-4.0,-0.5,1078,i,57.0
COc1ccc2c(c1)SCC(=O)N2C,1.4,2.7,12.4,-3.3%,-0.203,-0.255,0.0177,-0.286,-6.4%,15.3,760,·,·,i,4.6,0.7,889,i,53.7
CCNC(=S)N/N=C/c1cccs1,3.1,2.0,5.6,-4.2%,-0.403,-0.268,-0.236,0.942,6.3%,10.0,684,-0.82,842,i,5.3,-1.7,1145,i,47.3
CCOc1ccccc1CN1CCN(Cc2[nH]c3ccccc3c2C)CC1CCO (stereo unspecified),2.7,2.0,7.9,-2.5%,-1.01,-0.241,-0.158,0.954,-4.5%,3.2,632,0.19,1209,i,-7.1,0.9,1426,i,19.5
O=[N+]([O-])c1ccccc1S(=O)(=O)NC1CCCC1,0.7,1.2,6.1,-0.1%,0.364,-0.122,0.0978,-0.838,3.6%,-0.9,731,0.46,1419,i,-2.4,-1.4,1033,i,49.4
CCN(CC)C(=O)Cn1cc(S(=O)(=O)CC(=O)Nc2ccc3c(c2)OCCO3)c2ccccc21,1.8,1.6,5.8,-1.0%,-0.146,-0.321,-0.107,0.212,-3.3%,4.8,665,0.84,1224,i,-45.1,-1.5,1015,i,23.4
CCCC(c1nnnn1Cc1ccc(F)cc1)N1CCN(C2CCCCC2)CC1 (stereo unspecified),2.0,2.4,10.9,-1.0%,-0.907,-0.186,-0.266,0.533,0.8%,·,·,-0.19,661,i,-6.1,-1.6,945,i,20.0

# Screens as filed in PubChem BioAssay.
